Compound activity: PubChem BioAssay, National Center for Advancing Translational Sciences (NCATS)
RORgamma inh: qHTS for inhibitors of ROR gamma transcriptional activity | Nuclear receptor ROR-gamma (Mus musculus), P51450 | Drosophila S2 Gal4-RORgamma UAS-luciferase reporter, 20 h | Potency, µM (highest dose often 53.6 µM), for the others: at the highest dose activity change, negative = inhibition, usual class: inhibitors | 310,000 tested, 5.4% active | AID 2551, 2010; also: % is scaled to controls: 0 for no effect and ±100 for the full control effect; nearly all actives have a fitted effect of over 60% in size
Target sequence (P51450 whole entry, looked up, the tested form may be a part): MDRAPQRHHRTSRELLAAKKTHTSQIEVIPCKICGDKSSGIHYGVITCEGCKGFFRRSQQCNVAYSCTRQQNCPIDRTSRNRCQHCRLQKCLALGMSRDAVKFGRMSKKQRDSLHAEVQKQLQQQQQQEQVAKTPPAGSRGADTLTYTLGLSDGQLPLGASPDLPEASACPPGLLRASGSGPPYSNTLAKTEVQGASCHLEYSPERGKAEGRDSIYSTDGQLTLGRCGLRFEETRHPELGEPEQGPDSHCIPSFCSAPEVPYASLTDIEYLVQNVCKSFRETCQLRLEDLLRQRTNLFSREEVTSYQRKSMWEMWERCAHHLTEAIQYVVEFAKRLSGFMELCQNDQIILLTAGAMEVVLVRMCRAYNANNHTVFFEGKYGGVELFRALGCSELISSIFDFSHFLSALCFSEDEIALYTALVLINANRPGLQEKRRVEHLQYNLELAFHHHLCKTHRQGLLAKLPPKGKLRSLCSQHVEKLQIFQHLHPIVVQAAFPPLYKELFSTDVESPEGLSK
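Schneider cells (Drosophila), stable Gal4 DBD–ROR gamma + UAS-luc; 1 hr cmpd preincubation; Cu2+ induction 700 uM final; 20 hr ambient; luminescence.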
Rab9 prom act: qHTS Assay for Rab9 Promoter Activators; Huh7 Rab9 promoter-luciferase reporter, luminescence, 24 h; Potency, µM (doses to about 9.22 µM), inactives show top-dose activation, negative = inhibition, actives largely listed as activators; 320,000 tested, 2.8% active; also: % of control where 0% means no effect; nearly all actives have a fitted effect of over 60% in size
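Steps: seed 1500 Huh7 Rab9-luc cells per well, rest 2 h at 37 °C; add compound in DMSO; incubate 24 h; add luciferase reagent, 10 min ambient; read luminescence.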
BRCA1 expr act: qHTS Assay to Identify Small Molecule Activators of BRCA1 Expression | MCF7-BRCA1-FFLuc reporter, luminescence, 48 h; response scale: scaled: vehicle 0%, 10 µM genistein 100% | Potency, µM (doses to about 46.1 µM), inactives show at the top dose activation, hits mostly activators | 380,000 tested, 1.1% active; also: nearly all actives have a fitted effect of over 80% in size; some results filed as inactive show a strong effect at the top dose
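Reporter cells (MCF7, BRCA1 promoter-firefly luciferase) received library compounds across a concentration series for 48 h. End-point luminescence was measured and concentration-effect curves derived after normalization.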
ELG1 genotox: qHTS screen for small molecules that induce genotoxicity in human embryonic kidney (HEK293T) cells expressing luciferase-tagged ELG1; 330,000 tested, 1.3% active; HEK293T ELG1-luciferase reporter, luminescence, 16 h; Potency, µM (top dose mostly 46 µM), inactives show at the highest dose activity change, positive = activation, hits mostly activators; also: % of control where 0% means no effect; nearly all actives have a fitted effect of over 60% in size
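Quantitative HTS format in 1536-well plates. HEK293T ELG1-luciferase reporter cells receive test compound and are incubated 16 hr at 37 °C, 5% CO2; ONE-Glo added, 30 min room temperature, then luminescence read.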
uPA surface inh: qHTS for Inhibitors of Cell Surface uPA Generation; cell surface uPA generation assay, qHTS; Potency, µM (top dose mostly 38.3 µM), without a hit: at the highest dose activity change, negative = inhibition, most hits filed as inhibitors; 330,000 tested, 0.31% active; AID 540303, 2011; active = well fitted inhibition curve with a large enough effect; inconclusive = small, poorly fitted or top-dose-only effect; inactive = no such curve, though single readings can be large or run the other way; tested in mouse RAW 264.7 cells; also: % is scaled to controls: 0 for no effect and ±100 for the full control effect; nearly all actives have a fitted effect of over 55% in size
FLuc modulator: qHTS profiling assay for firefly luciferase inhibitor/activator using purifed enzyme and Km concentrations of substrates (counterscreen for miR-21 project); 360,000 tested, 6.9% active; purified FLuc, Km substrates, luminescence inhibition; Luciferin 4-monooxygenase (Photinus pyralis), P08659; Potency, µM (doses to about 57.5 µM), for the others: top-dose activity change, negative = inhibition, hits mostly inhibitors;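 also: plate controls were vehicle for no effect and reference inhibitor for full effect; nearly all actives have a fitted effect of over 55% in size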
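Biochemical qHTS of compounds, final roughly 60 µM downward over six points, against 10 nM purified firefly luciferase using Km concentrations of substrates (10 uM D-luciferin, 10 uM ATP) in Tris acetate pH 7.5 buffer; luminescence output.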
NPC1 promoter act: qHTS Assay for NPC1 Promoter Activators | Huh7 NPC1 promoter luciferase reporter, 24 h | AID 485313, 2010 | 320,000 tested, 2.4% active | Potency, µM (series often up to 9.22 µM), inactives show at the top dose activation, hits mostly activators;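 also: % of control where 0% means no effect; nearly all actives have a fitted effect of over 60% in size; reporter is driven by a mutant NPC1 promoter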
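Quantitative HTS used a cell-based reporter: Huh7 cells stably bearing the NPC1 promoter upstream of luciferase were treated with compounds for 24 h, and promoter activation was read as luminescence.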
Gal4-VP16 FLuc: VP16 counterscreen qHTS for inhibitors of ROR gamma transcriptional activity; Drosophila S2 Gal4-VP16 UAS-luciferase, luminescence, 20 h; 310,000 tested, 3.5% active; Potency, µM (series often up to 53.6 µM), without a hit: at the top dose activity, negative = inhibition, hits mostly inhibitors; AID 2546, 2010;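 also: Gal4-VP16 expression switched on by copper sulfate through the metallothionein promoter; % is scaled to controls: 0 for no effect and ±100 for the full control effect; nearly all actives have a fitted effect of over 50% in size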
p53 reactivation: qHTS assay for re-activators of p53 using a Luc reporter. H1299 p53-A138V BP100-luciferase reporter, luminescence, 24 h. Potency, µM (top dose mostly 92.2 µM), for inactives: at the top dose activity change, positive = activation, hits mostly activators. 320,000 tested, 0.063% active; also: % of control where 0% means no effect; nearly all actives have a fitted effect of over 45% in size
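H1299 (p53-null), stable ts p53-A138V + BP100-Luc; 1000 cells/well, Opti-MEM/10% FBS; cpd 4 pt, 1:5; 24 h, 37 deg C, 5% CO2; detection reagent 10 min RT; luminescence.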
MBNL1-CUG inh: qHTS Assay for Inhibitors of MBNL1-poly(CUG) RNA binding; 280,000 tested, 0.036% active; TR-FRET MBNL1-His/biotin-(CUG)12 binding, 665/545 ratio; Potency, µM (titrated, usually from 57.5 µM), for the others: at the highest dose activity change, negative = inhibition, hits mostly inhibitors; Muscleblind-like protein 1 (Homo sapiens), Q9NR56; active = well fitted inhibition curve with a large enough effect in the signal ratio, with a control signal flat, not every such curve was filed as active; inconclusive = small, poorly fitted or top-dose-only effect, or effect the other way, or a change in a side signal; inactive = no such curve, though single readings can be large or run the other way; the % refers to the signal ratio; also: % is scaled to controls: 0 for no effect and ±100 for the full control effect
Target sequence (Q9NR56 whole entry, looked up): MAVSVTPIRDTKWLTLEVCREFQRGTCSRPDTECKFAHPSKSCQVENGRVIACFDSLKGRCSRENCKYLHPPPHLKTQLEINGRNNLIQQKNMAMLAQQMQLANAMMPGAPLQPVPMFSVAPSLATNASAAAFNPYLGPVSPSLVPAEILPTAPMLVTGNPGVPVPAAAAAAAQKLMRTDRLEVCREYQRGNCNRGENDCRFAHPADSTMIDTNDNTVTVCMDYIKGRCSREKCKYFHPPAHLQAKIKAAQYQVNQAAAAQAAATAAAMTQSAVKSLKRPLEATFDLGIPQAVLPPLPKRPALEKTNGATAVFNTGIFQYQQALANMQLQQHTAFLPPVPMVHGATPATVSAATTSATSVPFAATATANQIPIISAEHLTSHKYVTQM
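Inhibition of protein-RNA binding appears as loss of TR-FRET between terbium anti-His antibody on MBNL1-His and streptavidin-XL665 on biotin-(CUG)12. Activity is normalized to buffer-only and uninhibited-complex controls.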
An asterisk follows results filed as active; ? = inconclusive; / = no result given; [ ] = dose if it differs, or a comment. Unless noted, calls follow the shape of the dose curve; as a rule, active = well fitted curve in the direction sought with a large enough effect; inconclusive = small, poorly fitted or top-dose-only effect, or another doubt; inactive = no such curve, though single readings can be large; an effect the other way counts as inactive or inconclusive. Potency is read from the fitted curve at half-maximal effect.

SMILES	RORgamma inh	Rab9 prom act	BRCA1 expr act	ELG1 genotox	uPA surface inh	FLuc modulator	NPC1 promoter act	Gal4-VP16 FLuc	p53 reactivation	MBNL1-CUG inh
Cc1nn(-c2ccccc2)c2c1cc1c(=O)n(C)c(=O)nc-1n2-c1ccccc1F	7.1%	-1.8%	-16.8%	-0.4%	5.9%	-0.2%	-1.5%	-1.9%	-5.5%	31.8%[activator]
CCOC(=O)c1ccc(N[C@@H]2CCN3C(=O)c4ccccc4[C@@H]3C[C@H]2O)cc1	/	/	-14.1%	2.0%	5.8%	/	/	/	-8.8%	/
CCCn1c(SCC(=O)NC2CCC(C)CC2)n[nH]c1=O (stereo not drawn)	/	0.2%	24.9%	-2.6%	-10.3%	/	-1.8%	/	1.5%	/
Cc1ccc(-c2ccc(=O)n(Cc3cccc(Br)c3)n2)cc1	0.9%	-4.8%	-29.7%	0.6%	0.2%	-1.7%	1.5%	3.5%	-12.2%	0.4%
CC(=O)c1ccc(N(C(=O)CNC(=O)c2cccs2)C(C(=O)NCC2CCCO2)c2ccccc2)cc1 (stereo not drawn)	-3.6%	14.6%	6.6%	-0.1%	-4.5%	-2.9%	-4.7%	-0.1%	-6.8%	-2.7%
COCCN(C(=O)CNC(=O)c1ccco1)C(C(=O)NC1CCCC1)c1ccc(F)cc1 (stereo not drawn)	14.4%	-0.8%	-0.4%	0.6%	-1.8%	0.8%	-6.5%	-9.7%	-1.4%	-1.4%
O=C(/C=C/c1ccc(Cl)cc1Cl)Nc1ccc(CN2CCOCC2)cc1	9.2%	-21.7%	15.7%	8.6%	?	7.57µM*	-7.7%	-5.6%	?	27.7%
Cc1cccc(C)c1NC(=O)CN(C)C(C)C(=O)Nc1ccccc1-c1ccccc1 (stereo not drawn)	25.5%	-4.0%	-30.3%	-9.3%	-4.8%	-0.5%	-2.3%	-9.6%	-1.9%	-5.4%
O=c1cc(-c2ccc3c(c2)OCO3)oc2ccccc12	?	3.55µM*	34.1%	9.2µM*	0.9%	?	3.16µM*	14.9%	?	8.1%
CCC1CCCCN1Cc1nc2c(c(=O)n(C)c(=O)n2C)n1Cc1cccc2ccccc12 (stereo not drawn)	4.9%	-5.3%	-4.4%	-5.0%	9.0%	1.8%	1.8%	6.6%	-1.9%	1.4%
CC(C)[C@H](NS(=O)(=O)c1ccccc1)C(=O)OCC(=O)Nc1ccc2c(c1)OCO2	32.2%	-3.2%	0.8%	-0.4%	-9.0%	0.3%	-0.4%	-6.4%	1.1%	-13.7%
O=C(C1CCC1)N1CCN(c2ccnc3cc(Cl)ccc23)CC1	-9.6%	-8.7%	-5.6%	-6.5%	-19.3%	-2.3%	0.5%	2.3%	-6.4%	9.2%
O=C(c1c(F)cccc1F)N(Cc1ccccc1)Cc1ccccc1	-7.5%	-5.6%	-48.8%	-9.1%	2.9%	0.4%	-1.2%	16.6%	0.0%	-2.6%
COc1cc(C(=O)NCCCc2nc3ccccc3n2Cc2cc(C)ccc2C)cc(OC)c1OC	-23.2%	0.2%	-32.9%	-1.7%	-0.5%	-0.5%	-0.2%	?	-3.4%	?
COC(=O)C(=Nc1ccccc1)/C(C(=O)C(=O)N(C)c1ccccc1)=C(\O)c1ccc(Cl)cc1	13.8%	-2.5%	-6.9%	4.3%	10.4%	?	-5.8%	?	5.9%	13.4%
Cc1sc2nc(SCC(=O)NCc3ccco3)n(C)c(=O)c2c1C	18.4%	-4.5%	-5.9%	-14.2%	-1.6%	-0.5%	0.4%	-0.7%	-0.5%	-3.2%
CC(C)(C)SCCNC(=O)CN1C(=O)c2cccc3cccc1c23	0.8%	-1.3%	-5.2%	-4.1%	0.0%	2.4%	-1.0%	-15.5%	6.6%	9.6%
Cc1c(C(=O)NCc2ccco2)sc2nc(-c3ccccc3)cn12	?	?	52.5%	?	?	16.9µM*	?	12.2%	?	-4.5%
C=CCn1c(SCC(=O)c2ccc(O)c(O)c2)nnc1-c1ccc(OC)cc1	/	-6.6%	-10.5%	-3.0%	?	-9.4%	-16.2%	/	5.8%	/
COC(=O)[C@@H](NC(=O)NCc1cccs1)C(C)C	-4.4%	-3.9%	0.8%	-1.2%	/	-1.2%	-2.9%	-3.0%	-8.8%	0.4%
Cn1nc(-c2ccccc2)cc1NS(=O)(=O)c1ccc(C#N)cc1	5.7%	0.4%	0.0%	2.1%	2.9%	-0.5%	-6.3%	-3.4%	0.8%	4.3%
CCn1ncc(NC(=S)Nc2ccc(OC)c(OC)c2)c1C(N)=O	0.7%	-5.7%	-22.2%	2.5%	1.4%	-2.4%	-5.0%	3.1%	6.8%	-1.5%
c1ccc(Cc2nc3ccccc3o2)cc1	33.6%	7.4%	32.5%	14.8%	3.6%	19µM*	0.7%	19.9%	7.5%	-1.3%
COc1ccc(NC(=O)CCCN2C(=O)C(c3ccccc3)Oc3cccnc32)cc1 (stereo not drawn)	25.9%	0.6%	-27.4%	0.5%[9.26 µM]	3.1%	-5.7%	4.0%	0.5%	-1.5%	2.4%
Cc1c(C(=O)N/N=C/c2ccc(Cl)cc2)[nH]c2ccc(Cl)cc12	11.2µM*	-19.4%	-87.7%	2.6%	0.355µM*	-13.3%	-17.6%	11.2µM*	-3.5%	-3.6%
CCN(Cc1cc2ccc(C)cc2[nH]c1=O)C(=O)c1ccncc1	-25.1%	-0.7%	/	-7.8%	/	6.2%	-9.8%	-7.7%	-8.0%	-3.0%
Cn1c(=O)[nH]c(=O)c2c1nc(NC1CCCC1)n2Cc1ccccc1	-2.1%[1.91 µM]	0.3%	-11.5%	5.1%	-19.0%	6.3%	-5.7%	26.2%	/	-2.5%
CCCNC(=S)NC1CC2CCCC(C1)N2CC(C)C (stereo not drawn)	-23.0%	-1.8%	-9.4%	-6.4%	6.5%	3.6%	8.8%	-2.4%[0.365 µM]	7.7%	-17.8%
CCCn1c2c(c(O)c(C(=O)NC)c1=O)CCCC2	41.9%	1.8%	-62.0%	-0.2%	0.1%	2.2%	-2.0%	2.9%	-18.7%	1.1%
Cc1ccc(NC(=O)CNc2cccc(Br)c2)cc1S(=O)(=O)N1CCOCC1	/	/	-35.8%	-5.7%	-6.8%	/	/	/	-1.0%	/
CCNC(=O)NC(=O)C(C)N1C(=O)NC(c2ccccc2)(c2ccccc2)C1=O (stereo not drawn)	14.8%	0.2%	-6.7%	0.6%	0.0%	2.1%	0.7%	-21.1%	-7.0%	-0.5%
COc1cc(/C=N/NC(=O)c2c(-c3ccccc3)noc2C)cc(OC)c1OC	34.8%	-0.2%	-25.8%	0.0%	-2.4%	1.9%	-5.4%	?	-4.1%	/
O=C(Nc1ccccc1)c1ccccc1NC(=O)C(F)(F)F	?	28.5%	41.7%	?	/	0.6%	20.9%	?	24.4%	-0.1%
Cc1ccc(-c2ccc(CCC(=O)O)n2Cc2ccco2)cc1	-0.7%	3.3%	0.0%	3.1%	3.3%	-11.2%	-0.1%	-1.5%	-1.7%	-2.0%
CCOc1ccc2nc(NC(=O)C3CCCN(S(=O)(=O)c4cccs4)C3)sc2c1 (stereo not drawn)	?	2.7%	-33.3%	-11.8%	-3.6%	-17.4%	1.5%	10.9%	-6.1%	4.4%
CN(CC(=O)Nc1ccccc1Cl)C(=O)C1CCN(S(=O)(=O)c2ccc3c(c2)OCCO3)CC1	/	0.0%	-12.2%	1.1%	-4.7%	-2.5%	-0.2%	/	-1.2%	/
C=CCOc1ccc(/C=C(\C#N)C(=O)Nc2ccccn2)cc1OC	-20.2%	1.0%	-1.7%	0.3%	0.0%	3.3%	1.3%	16.9%	10.5%	11.1%
CCOC(=O)C(/C=C(\C#N)C(=O)OCC)=C(/N)N1CCN(c2ccccc2)CC1	-14.5%	-1.0%	-21.8%	2.0%	-1.2%	3.5%	-0.9%	-4.1%	-4.9%	6.1%
O=C(NC1CCCCC1NC(=O)c1cccs1)c1cccs1 (stereo not drawn)	10.0%	-2.0%	3.8%	-4.3%	4.5%	1.4%	3.2%	-3.8%	1.8%	3.2%
COC(=O)c1ccc(S(=O)(=O)N(Cc2ccccc2)Cc2ccccc2)n1C	35.0%	5.5%	1.7%	-4.9%	6.3%	-0.5%	-3.6%	3.7%	2.4%	-3.5%
CC(/C=C/c1ccccc1F)=N\NC(=O)c1ccccc1	3.16µM*	3.16µM*	3.16µM*	?	/	16.9µM*	?	7.08µM*	?	18.1%
COc1ccc(C(=O)Nc2nc(-c3cccs3)cs2)cc1	21.8%	/	-7.4%	/	9.9%	6.75µM*	/	29.5%	/	7.7%

NPC1 promoter act, entries above that show a hit
structure,RORgamma inh,uPA surface inh,NPC1 promoter act,p53 reactivation
O=c1cc(-c2ccc3c(c2)OCO3)oc2ccccc12,?,0.9%,3.16µM*,?
